Bioassay records deposited in PubChem by Johns Hopkins Ion Channel Center.
CHT inh: inhibitors of human choline transporter CHT; Q9GZV3; CHT-expressing cells, membrane potential dye, choline response; hits give low values; B-score at 10 µM; actives 0.86% (n = 310,000); AID 488975;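 active = B-score over 3 SD under the library average, and starting fluorescence ratio not unusually high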;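 note: choline stimulus applied at its EC90 after an EC20 pre-addition; B-score computed on integrated fluorescence ratio after choline addition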
Target sequence (Q9GZV3 whole entry, looked up): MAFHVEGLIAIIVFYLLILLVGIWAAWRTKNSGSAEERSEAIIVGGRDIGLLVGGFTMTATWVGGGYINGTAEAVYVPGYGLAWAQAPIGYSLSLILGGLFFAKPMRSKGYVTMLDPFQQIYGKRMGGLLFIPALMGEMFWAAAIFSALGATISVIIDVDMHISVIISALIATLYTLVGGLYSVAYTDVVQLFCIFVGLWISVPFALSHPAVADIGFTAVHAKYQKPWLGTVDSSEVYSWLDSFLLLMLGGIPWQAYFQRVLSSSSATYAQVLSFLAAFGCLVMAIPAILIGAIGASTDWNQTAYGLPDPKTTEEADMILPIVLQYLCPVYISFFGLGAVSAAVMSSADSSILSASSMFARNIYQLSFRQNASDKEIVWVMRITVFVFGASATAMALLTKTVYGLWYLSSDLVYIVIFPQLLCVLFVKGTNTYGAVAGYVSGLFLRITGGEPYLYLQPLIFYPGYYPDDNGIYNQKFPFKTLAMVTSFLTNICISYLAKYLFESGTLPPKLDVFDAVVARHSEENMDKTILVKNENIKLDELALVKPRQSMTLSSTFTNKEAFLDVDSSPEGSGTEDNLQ
CHT allo act: allosterically activates the human high affinity choline transporter. CHT-expressing cells, membrane potential dye, choline EC20; hits give high values; LV-AA mutant CHT in HEK293 cells. actives 0.49% (n = 310,000). AID 488977. B-score at 10 µM. Q9GZV3;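 active = initial fluorescence not abnormally high and integrated response B-score, plate-corrected, over 3 SD above library mean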
Starred values were filed as active, the others as inactive; i = inactive.

SMILES | CHT inh | CHT allo act
COc1ccc(Cc2c3cc(OC)c(OC)cc3cc[n+]2C)cc1OC | i | 12*
Cc1cc(C(F)(F)F)n(-c2ccc(N)cc2)n1 | i | i
CC(C)CN(CC(C)C)C(=O)c1cc(S(=O)(=O)N2CCCCC2)c[nH]1 | i | i
Cc1c(C)n(CCC#N)c2ccc(Cl)cc12 | i | i
Cn1c(CCNC(=O)c2cccs2)n[nH]c1=S | -6.8* | i
O=C(O)C1Nc2c(O)cc(Cl)c([N+](=O)[O-])c2C2C=CCC12 (stereo not given) | i | i
CN(C)C=NC(=O)c1cccn1-c1ncc(C(F)(F)F)cc1Cl | i | i
O=C1C(=O)N(c2nccs2)C(c2ccccc2)/C1=C(\O)c1ccc2c(c1)OCCO2 (stereo not given) | i | i
CCC(=O)N1CCc2cc(Br)cc(S(=O)(=O)N3CCC(C(=O)NC(C)(C)C)CC3)c21 | i | i
CCCC(=O)NC(=S)Nc1ccccc1C(=O)OC | i | i
COc1ccccc1N1CCN(C(=O)c2ccc(Cl)c(S(=O)(=O)NCc3ccco3)c2)CC1 | i | i
CC(=O)Nc1ccc(C(=O)c2ccccc2)cc1 | i | i
Cc1cc(NC(=O)Cn2c(=O)oc3ccc(Cl)cc32)no1 | i | i
CC(C)Sc1nnc(CNC(=O)C23CC4CC(CC(C4)C2)C3)n1C1CCCCC1 | i | i
O=C(CC12CC3CC(CC(C3)C1)C2)NCc1ccncc1 | i | i
COc1cc(OC)c(OC)cc1/C=N/Nc1ccc(Cl)nn1 | i | i
CC(=O)O[C@H]1CC[C@@]2(C)C(=CC[C@H]3[C@@H]4CC[C@H](C5(C)OCCO5)[C@@]4(C)CC[C@@H]32)C1 | i | i
O=C(Nc1ccccc1)c1ccccc1CSc1ccccc1 | i | i
N#CC(C(=O)Nc1ccc(Cl)c(Cl)c1)=C1Nc2ccccc2N1 | i | i
CN(C)c1ccc(C2SCCN2C(=O)c2ccc([N+](=O)[O-])cc2)cc1 (stereo not given) | i | i
CCOC(=O)c1c(C)[nH]c(C(=O)COC(=O)c2[nH]c(C)c(C(C)=O)c2C)c1C | i | i
Cc1ccc(NS(=O)(=O)c2ccc(N3C(=O)CCC3=O)cc2)cc1 | i | i
CSc1ccc(S(=O)(=O)Nc2ccc3c(c2)OCCO3)cc1 | i | i
Cc1cc(C=C2C(=O)c3ccccc3C2=O)c(C)n1-c1cccc(C(=O)O)c1 | i | i
O=C1Cc2ccccc2C(=O)N1OCc1ccc(Cl)cc1 | i | i
CCOC(=O)c1cc(-c2ccccc2)n(CCC(=O)N2CCN(c3ccc(OC)cc3)CC2)c1C | i | i
CCCCn1c(-c2csc(CC)c2)n[nH]c1=S | i | i
CCOC(=O)C1=C(C)NC(=O)NC1/C=C/c1ccccc1 (stereo not given) | i | i
Cc1ccc2oc(-c3cccc(NC(=O)c4ccc(Br)o4)c3C)nc2c1 | i | i
O=C1CN(C(=O)C2CC2)c2ccccc2N1 | i | i
CCCN(CC(=O)Nc1ccc(F)c(F)c1F)C(=O)c1ccc2c(=O)n3c(nc2c1)CCC3 | i | i
COc1cc(OC)cc(-c2nnc(SCC(=O)N3CCOCC3)o2)c1 | i | i
CCNCc1cc(Cl)cc(OC)c1OC(C)C | i | i
COC(=O)c1ccc(OCCOc2ccccc2)cc1 | i | i
COc1cccc(CC2(CO)CCCN(CC3=Cc4cc(OC)ccc4OC3)C2)c1 (stereo not given) | i | i
CN(C)c1ccc(C(=S)N2CCCC2)cc1Br | i | i
CCO/C(C)=N/n1c2nc3ccccc3nc2c2c(=O)n(C3CCCC3)c(C)nc21 | i | i
O=C(CCCc1nc2ccccc2s1)Nc1nccs1 | i | i
CN(C)CCN(C(=O)c1cccs1)c1nc2cc3c(cc2s1)OCCO3 | i | i
CCn1c(=O)cc(C(F)(F)F)[nH]c1=S | i | i
O=C(O)c1cnn(-c2ccccc2)c1-c1ccncc1 | i | i
C=C(C)Cn1c(C)cc(C)c(S(=O)(=O)c2ccccc2C)c1=O | i | i
CCCN(C(=O)c1c(CC)noc1C)c1c(N)n(Cc2ccccc2)c(=O)[nH]c1=O | i | i
O=C(NCc1cc(C(F)(F)F)cc(C(F)(F)F)c1)C1CC(c2ccc(C(F)(F)F)cc2)=NO1 (stereo not given) | i | i
c1ccc(-c2nc(-c3cccnc3)cs2)cc1 | i | i
C/C(=C\C(=O)O)C12CC3CC(CC(C3)C1)C2 | i | i
O=C(C1=C[C@@H](c2ccc3c(c2)OCO3)C[C@@H](OCc2ccc(CO)cc2)O1)N1CCOCC1 | i | i
CS(=O)(=O)Nc1cccc(C2=NN(C(=O)c3ccco3)C(c3ccco3)C2)c1 (stereo not given) | i | i
CC(=O)Nc1ccc(NC(=O)CSc2ccc3nnc(CCNC(=O)c4ccccc4)n3n2)cc1 | i | i
Cc1ccnc2nc(C(=O)Nc3nnc(CC(C)C)s3)nn12 | i | i
N#Cc1ccc(C(=O)OCC(=O)NC2CCCC2)cc1 | i | i
CCOC(=O)C1NN=C(C(=O)c2ccccc2)C1c1ccc(Cl)cc1 (stereo not given) | i | i
NC(=S)N/N=C/c1ccccc1 | i | i
CCOc1ccc(NC(=S)N(CCc2c(C)[nH]c3ccc(C)cc23)Cc2ccco2)cc1 | i | i
Cn1nc(-c2ccc(N3CCCCC3)c(NC(=O)c3ccco3)c2)c2ccccc2c1=O | i | i
CCOC(=O)c1sc2nc(NC(=O)C(C)(C)C)sc2c1C | i | i
CCCC(=O)Nc1ccc(N2CCN(C(=O)CCC)CC2)cc1 | i | i
Clc1ccc2c(c1)-c1[nH]ncc1CS2 | i | i
COc1cccc2c3c(c(C)nc12)CC(C)O3 (stereo not given) | i | 9.9*
CC(=O)N1CC(C)Sc2ccc(S(=O)(=O)NCCc3ccc(C)cc3)cc21 (stereo not given) | i | i

For reference, 2 of the compounds above.
SMILES | CHT inh | CHT allo act
N#Cc1ccc(C(=O)OCC(=O)NC2CCCC2)cc1 | i | i
CCOC(=O)C1NN=C(C(=O)c2ccccc2)C1c1ccc(Cl)cc1 (stereo not given) | i | i

Going on with the list.
SMILES | CHT inh | CHT allo act
COc1ccc(Cl)cc1NS(=O)(=O)c1cccc(C(=O)NCC2CCCO2)c1 (stereo not given) | i | i
CCOc1cc(-c2cc(-c3ccccc3)nc(N)c2C#N)ccc1O | i | i
O=C(NC1CC1)C1CCN(C2CCN(C(=O)/C=C/c3cccc(F)c3F)CC2)CC1 | i | i
COCCN(C(=O)Cc1cccs1)C(C(=O)NCc1ccc(OC)cc1)c1ccccc1 (stereo not given) | i | i
CCN(CC(=O)Nc1ccc(NC(C)=O)cc1)C(=O)CCCSc1nc2ccccc2[nH]1 | i | i
CCOc1c(Cl)cc(C(=O)Nc2ccccc2C(=O)O)cc1Cl | i | i
COc1ccc(CC(=O)NNC(=O)c2ccco2)cc1OC | i | i
O=C(NCCN1CCOCC1)c1cn(CCc2ccccc2)nn1 | i | i
O=S(=O)(c1ccc(NC(=S)NCCc2ccccc2)cc1)N1CCOCC1 | i | i
Cc1ccc(SCCC(=O)N/N=C/c2ccccc2O)cc1 | i | i
COc1ccc(-n2c(COc3ccc(C)cc3)n[nH]c2=S)cc1 | i | i
Cc1cc(S(=O)(=O)N2CCOCC2)ccc1OCC(=O)N1CCCC1 | i | i
CCOC(=O)c1ccc(NC(=O)Cn2nnc(-c3ccccc3C)n2)cc1 | i | i
Cc1c(NC(=O)Nc2ccc(Cl)cc2Cl)c(=O)n(-c2ccccc2)n1C | i | i
N#Cc1ccsc1NC(=O)CN1CCOCC1 | i | i
COCCC(=O)N1CCC(Oc2ccc(C(=O)NCCc3cn[nH]c3)cc2)CC1 | i | i
O=C(/C=C/c1ccc([N+](=O)[O-])cc1)NCCOc1ccc(F)cc1 | i | i
CCSc1sccc1C1C(C#N)=C(N)N(c2cccnc2)C2=C1C(=O)CC(C)(C)C2 (stereo not given) | i | i
Cc1ccc(C2CC(C(F)F)n3ncc(C(=O)Nc4c(C)nn(Cc5c(F)cccc5Cl)c4C)c3N2)cc1 (stereo not given) | i | i
Cc1cccc(OCCOC(=O)Nc2ccccc2)c1 | i | i

An excerpt of these results, comma-delimited.
Structure,CHT inh,CHT allo act
COc1ccc(Cl)cc1NS(=O)(=O)c1cccc(C(=O)NCC2CCCO2)c1 (stereo not given),i,i
CCOc1cc(-c2cc(-c3ccccc3)nc(N)c2C#N)ccc1O,i,i
O=C(NC1CC1)C1CCN(C2CCN(C(=O)/C=C/c3cccc(F)c3F)CC2)CC1,i,i
COCCN(C(=O)Cc1cccs1)C(C(=O)NCc1ccc(OC)cc1)c1ccccc1 (stereo not given),i,i
CCN(CC(=O)Nc1ccc(NC(C)=O)cc1)C(=O)CCCSc1nc2ccccc2[nH]1,i,i
CCOc1c(Cl)cc(C(=O)Nc2ccccc2C(=O)O)cc1Cl,i,i
COc1ccc(CC(=O)NNC(=O)c2ccco2)cc1OC,i,i
O=C(NCCN1CCOCC1)c1cn(CCc2ccccc2)nn1,i,i
O=S(=O)(c1ccc(NC(=S)NCCc2ccccc2)cc1)N1CCOCC1,i,i
Cc1ccc(SCCC(=O)N/N=C/c2ccccc2O)cc1,i,i
COc1ccc(-n2c(COc3ccc(C)cc3)n[nH]c2=S)cc1,i,i
Cc1cc(S(=O)(=O)N2CCOCC2)ccc1OCC(=O)N1CCCC1,i,i
CCOC(=O)c1ccc(NC(=O)Cn2nnc(-c3ccccc3C)n2)cc1,i,i
Cc1c(NC(=O)Nc2ccc(Cl)cc2Cl)c(=O)n(-c2ccccc2)n1C,i,i
N#Cc1ccsc1NC(=O)CN1CCOCC1,i,i
COCCC(=O)N1CCC(Oc2ccc(C(=O)NCCc3cn[nH]c3)cc2)CC1,i,i

(more compounds)
SMILES | CHT inh | CHT allo act
CCCN(CCC)C(=O)Nc1cc(Cl)ccc1OC | i | i
Cc1cc(N2CCN(C)CC2)nc2ccc(NC(=S)N3CCC4(CC3)OCCO4)cc12 | i | i
Cc1ccc(CCNC(=O)C2CCN(S(=O)(=O)c3ccc4c(c3)oc(=O)n4C)CC2)cc1 | i | i
O=C(OCC#CCSc1nc2ccccc2o1)c1ccco1 | i | i
CCOc1ccc2[nH]c(O)c(NC(C)=O)c2c1 | i | i
CCOc1ccc(N(CC(=O)O)S(=O)(=O)c2ccc(F)cc2)cc1 | i | i
CN1CCN(C(=O)C2=C[C@@H](c3ccc4c(c3)OCO4)C[C@@H](OCc3ccc(CO)cc3)O2)CC1 | i | i
Cc1nn(CC(=O)N/N=C/c2ccc(F)cc2)c(C)c1[N+](=O)[O-] | i | i
Nc1nnc(SCCOc2ccccc2)s1 | i | i
Cc1cc(OCC(=O)Nc2cnn(CCCC(=O)O)c2)ccc1Cl | i | i
O=[N+]([O-])c1c(Nc2ccccc2O)cc(Cl)c2nonc12 | -8.5* | i
Cc1cccc(NC(=O)CCC(=O)Nc2nnc(C3CCCCC3)s2)c1 | i | i
CCOc1cc(CNc2ccc3cn[nH]c3c2)ccc1OC | i | i
COc1ccccc1C(=O)Nc1ccnn1C1CCN(C2CCSCC2)CC1 | i | i
CC(=O)C1=C(O)C(=O)N(Cc2ccco2)C1c1ccccc1 (stereo not given) | i | i
CC(C)(C)NC(=O)C(=O)NNC(=O)c1cccc([N+](=O)[O-])c1 | i | i
Cc1cc(-n2c(C)cc(C(=O)CN3C(=O)NC4(CCCCCC4)C3=O)c2C)no1 | i | i
COc1ccc(-c2n[nH]c(C)c2-c2ccccc2OC)c(O)c1 | i | i
CN(CCOCCOc1ccc(Cl)cc1Br)Cc1ccccc1 | i | i
O=C(Nc1ccc(Oc2ncnc3cc(Cl)ccc23)nc1)c1ccc(F)cc1 | i | i
CN(C)S(=O)(=O)N1CCN(C(=O)N2CCCCCC2)CC1 | i | i
c1coc(CNCc2cccs2)c1 | i | i
Cc1c(CCC(=O)O)c(=O)oc2cc3occ(-c4ccc(Br)cc4)c3cc12 | i | i
COc1ccc2cc(C(=O)C3CCCN(C(=O)CSc4nnc(C)o4)C3)ccc2c1 (stereo not given) | i | i
Nc1ccc(S(=O)(=O)Nc2nccc(/C=C/c3ccccc3F)n2)cc1 | i | i
CCOC(=O)c1ccc(N2C(=O)CC(Sc3nc(C)cc(C)n3)C2=O)cc1 (stereo not given) | i | i
S=c1[nH]nc(-c2ccco2)n1-c1cccc2ccccc12 | i | i
COCCN(C(=O)CSc1nc(N)cc(=O)[nH]1)c1c(N)n(Cc2ccccc2)c(=O)[nH]c1=O | i | i
O=C(c1ccccc1-c1nc(-c2ccc(Cl)cc2)no1)N1CCCC1 | i | i
COc1ccc(OC)c(NC(=O)CSC2=C(C#N)C(c3ccco3)C3=C(CCCC3=O)N2)c1 (stereo not given) | i | i
O=C(NCCCN1CCN(Cc2ccccc2Cl)CC1)Nc1ccccc1 | i | i
COc1ccc(OC)c(Nc2nc3ccc(C)cc3n3cnnc23)c1 | i | i
CCc1ccc2c(c1)cc(CN(Cc1ccco1)C(C)=O)c1nnnn12 | i | i
C=CCSc1nc(-c2ccc3c(c2)OCO3)cc(C(F)(F)F)c1C#N | i | i
COc1ccccc1OCCn1c(SCC(N)=O)nc2ccccc21 | i | i
COc1cc([N+](=O)[O-])ccc1N=Nc1c(N)[nH]n(-c2ccccc2)c1=O | i | i
Cc1ccc(N=C2NC(=O)C(CO)(CO)S2)cc1 | i | i
C=CCn1c(SCC(=O)Nc2sccc2C#N)nc2sc(C)c(C)c2c1=O | i | i
COc1ccc(NC(=O)c2c3c(nc4ccccc24)CCN(Cc2ccccc2)C3)c(OC)c1 | i | i
CCN1C(=O)/C(=C/C=C2/Sc3ccc4ccccc4c3N2CCO)SC1=S | i | i
CS(=O)(=O)Nc1cccc(C2=NN(S(C)(=O)=O)C(c3ccc4c(c3)OCO4)C2)c1 (stereo not given) | i | i
CCC(=O)c1cn(CC(=O)Nc2cccc(OC)c2)c2ccccc12 | i | i
COCCn1c(=NC(=O)C2COc3ccccc3O2)sc2cc(S(N)(=O)=O)ccc21 (stereo not given) | i | i
CC(Sc1ccccc1)C(=O)NNC(=O)c1csc(N2CCOCC2)n1 (stereo not given) | i | i
Cc1ccc(C(=O)NC(C)c2nnc(SCC(=O)NC3CCCC3)n2C)cc1 (stereo not given) | i | i
CC(=O)c1ccc(N(C(=O)CNC(=O)c2ccco2)C(C(=O)NCC2CCCO2)c2ccccc2)cc1 (stereo not given) | i | i
